MEP2 TOR yeast: modulators of TOR pathway MEP2-GFP in S. cerevisiae; hit rate 0.51% among 330,000; S. cerevisiae MEP2-GFP strain, flow cytometry GFP, 3 h; 100% = DMSO control level; AID 2016; GFP response vs DMSO, % at 10 µM;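 active = GFP response versus DMSO above a set limit, roughly screen mean plus 3 SD, cut at about 180% in these data; inconclusive = fewer than 70 cells counted for a yeast strain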;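 note: median GFP fluorescence of the barcode-gated MEP2-GFP cells per well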
CIT2 TOR yeast: modulators of TOR pathway CIT2-GFP in S. cerevisiae; S. cerevisiae CIT2-GFP strain, flow cytometry, 3 h; 100 means same as DMSO wells; GFP response vs DMSO, % at 10 µM; hit rate 0.065% among 320,000; AID 2029;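 active = GFP response relative to DMSO above a set limit, near the screen mean plus 3 SD, cut at about 150% in these data; inconclusive = Fewer than 70 cells measured for a yeast strain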;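 note: ratio of well median GFP fluorescence to mean of DMSO wells on the plate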
VLA-4 inh: inhibition in a human VLA-4 binding assay; inhibition, % (about 7 µM as worked out from the volumes in the protocol); AID 2557; VLA-4 expressing cells, ligand binding flow cytometry; P13612; hit rate 0.2% among 330,000; in the data active = inhibition above about 50%
JMJD2C inh: inhibitors of human GASC-1 (JMJD2C) demethylase; Q9H3R0; GST-JMJD2C(1-420) H3K9me3 demethylation, DELFIA europium; inhibition, % at 2.35 µM; hit rate 0.069% among 330,000;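 active = more than half of a compound's replicate wells show inhibition beyond 50%, single wells judged on their own value; inconclusive = some, but no more than half, of replicates pass 50% inhibition; inactive = no replicate passes 50% inhibition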;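 note: signal counts dimethyl H3K9 product captured on neutravidin plate; 0% = median of DMSO wells and 100% = 0.3 times that DMSO median; strong numbers were not always called active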
Target sequence (Q9H3R0 1-420 limits assumed): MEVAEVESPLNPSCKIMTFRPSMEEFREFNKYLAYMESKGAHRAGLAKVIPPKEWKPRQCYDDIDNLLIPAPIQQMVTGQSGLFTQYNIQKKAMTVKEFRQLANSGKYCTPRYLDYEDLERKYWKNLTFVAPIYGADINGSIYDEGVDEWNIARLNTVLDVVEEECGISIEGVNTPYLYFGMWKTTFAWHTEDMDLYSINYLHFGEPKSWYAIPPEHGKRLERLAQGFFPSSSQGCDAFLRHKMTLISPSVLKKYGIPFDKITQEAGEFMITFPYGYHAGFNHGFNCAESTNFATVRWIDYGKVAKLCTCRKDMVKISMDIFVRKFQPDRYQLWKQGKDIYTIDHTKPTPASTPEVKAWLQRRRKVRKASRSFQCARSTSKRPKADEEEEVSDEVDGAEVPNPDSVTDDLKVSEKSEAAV
RPL19A-GFP yeast: alters RPL19A-GFP fluorescence in TOR pathway yeast screen. AID 2025. percent response vs DMSO, % at 10 µM. S. cerevisiae RPL19A-GFP strain, flow cytometry, 3 h; stronger effect = lower value. hit rate 0.3% among 330,000;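 active = percent response vs DMSO below 50%; inconclusive = fewer than 70 events counted for the yeast strain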;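 note: median channel GFP fluorescence of the barcoded RPL19A-GFP strain; ratio of sample median GFP to plate DMSO average so 100% = DMSO; lower means less RPL19A-GFP as with rapamycin TOR inhibition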
GRK2 inh: blocks RNA aptamer binding to human GRK2. AID 488847. inhibition of aptamer binding, % at 10 µM. hit rate 0.59% among 330,000. bead flow cytometry, FAM-aptamer displacement from GRK2;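 active = inhibition of aptamer binding above 40%, roughly 3 SD of noise, on plates passing a quality check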;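 note: median bead fluorescence of bound FAM aptamer so fluorescent compounds give negative values; no value below 0 was filed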
Target sequence (P25098 whole entry, looked up): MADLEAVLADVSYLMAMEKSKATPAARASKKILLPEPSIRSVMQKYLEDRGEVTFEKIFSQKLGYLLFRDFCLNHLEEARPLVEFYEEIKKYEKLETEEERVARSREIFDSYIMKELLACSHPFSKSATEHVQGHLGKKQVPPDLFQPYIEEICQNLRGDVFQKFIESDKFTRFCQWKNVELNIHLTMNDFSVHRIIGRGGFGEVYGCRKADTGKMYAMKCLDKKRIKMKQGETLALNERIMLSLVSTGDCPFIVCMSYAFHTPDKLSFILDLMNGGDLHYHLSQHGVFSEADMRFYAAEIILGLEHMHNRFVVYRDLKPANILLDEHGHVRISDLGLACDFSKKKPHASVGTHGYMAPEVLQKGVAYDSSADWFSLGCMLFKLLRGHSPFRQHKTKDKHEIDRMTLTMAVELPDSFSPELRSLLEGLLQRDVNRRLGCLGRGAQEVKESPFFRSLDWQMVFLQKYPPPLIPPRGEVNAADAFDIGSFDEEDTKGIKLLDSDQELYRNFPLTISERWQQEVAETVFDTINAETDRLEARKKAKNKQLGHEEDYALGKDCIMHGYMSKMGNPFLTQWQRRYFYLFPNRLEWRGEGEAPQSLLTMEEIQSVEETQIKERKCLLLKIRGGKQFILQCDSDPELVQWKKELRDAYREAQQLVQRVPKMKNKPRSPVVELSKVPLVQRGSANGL
AGP1-GFP MLPCN: yeast TOR pathway AGP1-GFP modulation; S. cerevisiae AGP1-GFP multiplex flow cytometry, 3 h; GFP as percent of DMSO wells; GFP response vs DMSO, % at 10 µM; hit rate 0.02% among 320,000; AID 2066;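 active = GFP response relative to DMSO above a set limit, near screen average plus 3 SD, cut at about 150% in these data; inconclusive = fewer than 70 cells counted for the yeast strain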;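 note: median GFP channel fluorescence of the gated AGP1 strain per well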
LAP4-GFP MLPCN: yeast TOR pathway LAP4-GFP modulation. S. cerevisiae LAP4-GFP multiplex, flow cytometry GFP, 3 h; median GFP as percent of DMSO wells. hit rate 0.34% among 320,000. GFP response vs DMSO, % at 10 µM;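 active = GFP response vs DMSO above a set limit, about the screen mean plus 3 SD, cut at about 150% in these data; inconclusive = under 70 cell events counted for the yeast strain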
Starred values were filed as active, the others as inactive; u = inconclusive; x = no result given; & = joins results of further samples; [ ] = remark or other dose.

SMILES	MEP2 TOR yeast	CIT2 TOR yeast	VLA-4 inh	JMJD2C inh	RPL19A-GFP yeast	GRK2 inh	AGP1-GFP MLPCN	LAP4-GFP MLPCN
Cc1ccc(O)c(N=Nc2ccc(S(=O)(=O)N3CCCC3)cc2)c1	106	108	1	6	101	1	98	90
CCOC(=O)N1CCC(Nc2ncnc3c2cnn3-c2ccccc2)CC1	108	x	-7	9	104	0	101	98
O=C(CSc1nnc(-c2ccccc2F)o1)Nc1ccc(N2CCOCC2)cc1	97	90	8	12	96	0	97	101
COc1ccc(C2CC(c3ccccc3)n3nnnc3N2)cc1 (stereo not drawn)	101[may fluoresce violet]	u	4	-7	89[may fluoresce violet]	0	72[may fluoresce violet]	90[may fluoresce violet]
CCOC(=O)Nc1nc2ccccc2s1	101	97	2	3	101	0	x	110
C=CCOc1c(Br)cc(CNn2nnnc2N)cc1OC	u	u	3	5	95	1	108	99
O=C(CN1C(=O)c2ccccc2C1=O)NCc1ccc(C(=O)O)cc1	98	112	-68	-1	100	1	103	99
CCOC(=O)c1ccccc1NC(=O)CN(c1cccc(OC)c1)S(C)(=O)=O	100	100	-9	-3	101	3	104	104
O=C(COC(=O)c1cc(F)cc(F)c1)NCCCc1ccccc1	115	102	11	0	98	0	105	125
CC(C)(C)C(=O)CSc1nnc(Nc2ccccc2)s1	100	93	6	10	102	0	101	94
Cc1ccc(C)c(N2CCN(C3CCCC(C)C3)CC2)c1 (stereo not drawn)	90	88	4	-33	92	0	85	89
COc1ccc([N+](=O)[O-])cc1NC(=O)CSc1nccc(C)n1	106	93	26	10	101	5	98	95
Cc1c(NC(=O)COC(=O)c2ccc(Cl)nc2)c(=O)n(-c2ccccc2)n1C	101	102	1	5	98	1	98	100
Cc1c(C(=O)NC2CCCc3ccccc32)oc2ccc(S(=O)(=O)N3CCCCC3)cc12 (stereo not drawn)	97	107	-4	4	102	1	104	108
COc1ccc(CCN2C(=O)C(Oc3ccccc3C)C2c2ccc3c(c2)OCO3)cc1OC (stereo not drawn)	98	104	3	-13	99	0	104	95
CCOC(=O)C1=C(c2ccccc2)ON(C)C1c1ccccc1 (stereo not drawn)	92	95	6	-5	102	1	93	90
CCC(C)NC(=O)c1cc(-c2ccc3c(c2)OCO3)on1 (stereo not drawn)	105	92	3	-7	104	1	92	99
O=C(CSCc1ccccc1Cl)Nc1ccc2c(c1)OCCO2	103	94	4	0	101	0	96	104
CCN(c1ccccc1)C1(O)C(=O)c2ccccc2C1=O	103	104	9	-4	102	0	101	100
Cc1ccc(NC(=O)c2cncc(Br)c2)nc1	103	101	0	-1	101	0	100	100
Cc1ccc(OCc2nnc(SCC(=O)c3cccc([N+](=O)[O-])c3)n2C)cc1	104	95	3	-16	96	0	94	102
O=C(CCCn1c(SCC(=O)c2ccc(F)cc2)nc2ccccc2c1=O)NCc1ccccc1	102	98	19	1	110	0	120	89
Cc1sc2ncnc(OCC(=O)N3CCN(S(=O)(=O)c4ccc(Cl)cc4)CC3)c2c1C	102	97	6	28&31	98	1	101	94
COc1cc(C(=O)NCc2nnc(SCC(=O)Nc3cc(C)cc(C)c3)o2)cc(OC)c1OC	98	100	4	16	99	0	99	93
COc1cc(CNC(=O)CCCC/C=C/C(C)C)ccc1O	101	83	-1	x	111	4	94	121
(cont.)
SMILES	MEP2 TOR yeast	CIT2 TOR yeast	VLA-4 inh	JMJD2C inh	RPL19A-GFP yeast	GRK2 inh	AGP1-GFP MLPCN	LAP4-GFP MLPCN
O=C(COC(=O)c1ccc(O)cc1)Nc1ccccc1	98	95	-16	7	100	26	100	102
CCc1nc2oc3ccccc3c(=O)c2c(=O)n1-c1ccc(C)cc1	88	x	4	-8	105	12	x	x
O=S(=O)(NCCc1csc(-c2cccnc2)n1)c1cc(F)ccc1F	119	120	-5	5	107	0	113	99
CC1CC(C)CN(c2ncnc3c2cnn3C)C1 (stereo not drawn)	103	99	0	0	99	1	98	102
CCCc1ccc(-c2cc(C(=O)NN3CCOCC3)c3ccccc3n2)cc1	103	96	-3	-5	100	1	103	108
Cc1cc(N2C(=O)C(O)=C(C(=O)c3cccs3)C2c2ccc(F)cc2)no1 (stereo not drawn)	95	92	-6	-3	96	4	100	104
Cc1nc([N+](=O)[O-])cn1CC(=O)c1ccc(F)cc1	103	97	-5	10	103	0	101	100
COc1ccc(F)cc1CN1CCN(C(=O)CCC(=O)Nc2nnc(C3CCCCC3)s2)CC1	120	114	-10	-22	104	0	104	96
Cc1ccccc1NC(=O)c1c(Cl)nc(C)c(Cl)c1C	107	110	11	5	116	2	109	103
Cc1ccc(NC(=O)C=NOCC(=O)Nc2cc(C)cc(C)c2)cc1	95	98	8	2	97	0	99	93
COc1c2c(nc3occc13)C(CC=C(C)C)(OC)C(=O)C=C2 (stereo not drawn)	99	101	4	35	102	0	108	105
Cc1cc(C(=O)Nc2ncn(Cc3ccc(F)cc3)n2)ccc1[N+](=O)[O-]	104	100	3	-5	98	0	110	103
Cc1onc(-c2ccccc2Cl)c1C(=O)NCC1CCCO1 (stereo not drawn)	105	101	14	-3	101	0	93	102
CC1(C)CC(NC(=O)N2c3ccccc3Sc3ccccc32)CC(C)(C)N1	102	102	10	-27	103	0	110	125
CC(C)(C)c1cc(C(=O)O)n(Cc2ccc(Cl)cc2Cl)n1	94	95	-7	14	91	8	96	101
CN1C(=O)/C(=C/c2ccc(C(=O)NC3CCCC3)cc2)Oc2ccccc21	110	105	12	-8	116	18	103	100
O=c1n(Cc2ccccc2)nc2n1-c1ccccc1SC2	98	92	7	6	100	0	109	118
CCc1nnc(NC(=O)c2nc3nccc(C)n3n2)s1	101	99	16	-23	97	2	98	94
O=[N+]([O-])c1ccccc1OCCN1CCCC1	105	111	0	22	109	0	104	98
CC(C)NC(=O)c1cc2nc(-c3ccco3)cc(C(F)(F)F)n2n1	101	102	0	-4	101	1	98	110
COc1cc(C(=O)NCCC(=O)N2CCC3(CC2)NCCc2[nH]cnc23)cc(OC)c1OC	99	101	1	-2	102	2	108	103
O=C(c1cccc(F)c1F)N1CCCC1	106	93	9	-18	100	6	103	103
COC(=O)CCC(=O)COc1ccc(OC)cc1C#N	99	97	4	2	102	0	109	102
N#CCCn1cc(C(=O)Nc2ccc([N+](=O)[O-])cc2)c(-c2cc3ccccc3o2)n1	105	102	-4	-5	98	1	114	115
N#Cc1nc(COc2ccccc2Cl)oc1NCc1cccnc1	98	93	6	2	95	23	97	96
The list continues:
SMILES	MEP2 TOR yeast	CIT2 TOR yeast	VLA-4 inh	JMJD2C inh	RPL19A-GFP yeast	GRK2 inh	AGP1-GFP MLPCN	LAP4-GFP MLPCN
Cc1ccc(S(=O)(=O)NCc2ccccc2C)cc1	111	100	6	-12	115	3	97	97
COc1ccc(NC(=O)c2sc(Cl)nc2-c2ccccc2)cc1	99	92	-13	5	101	2	87	101
COc1ccc(C(=O)Nc2nc3ccc(S(C)(=O)=O)cc3s2)cc1	104	110	-31	-24	104	1	104	104
COc1ccc(C(=O)COc2cccc(NC(=O)c3ccco3)c2)cc1	106	85	7	-1	99	5	93	100
CCc1cc2c(SCC(=O)c3ccc(Cl)s3)ncnc2s1	100	103	-2	-9	97	1	98	111
COc1ccc(OC)c(/C=N/NC(=O)CC2C(=O)NN=C2C)c1 (stereo not drawn)	104	x	16	8	101	2	101	84
Fc1ccccc1C(c1nnnn1Cc1ccc2c(c1)OCO2)N1CCN(Cc2ccco2)CC1 (stereo not drawn)	120	108	0	29&4	105	0	105	104
NNc1nc2c(Cl)cccc2s1	87	76	-21	-3	89	1	92	79
O=C(Nc1ccccn1)C1CCCN1S(=O)(=O)c1ccc(Cl)cc1 (stereo not drawn)	93	96	3	-11	94	1	97	90
O=C(COC(=O)CC1CC2CCC1C2)NC(=O)NCc1ccco1 (stereo not drawn)	106	105	4	0	107	3	106	104
Cc1nc2ccccc2nc(C)c1=NOCc1ccc(Cl)cc1Cl	111	110	15	5	101	0	97	97
CCc1ccccc1NC(=S)N(CCc1ccncc1)C(C)C	93	98	9	3	94	2	101	104
Cc1ccccc1NC(=O)COC(=O)CN1C(=O)NC(C)(C)C1=O	89	94	5	-8	89	0	93	94
COCCNc1nc(-c2cc(C)n(CCc3ccc(OC)cc3)c2C)cs1	96	100	-30	-31	97	0	93	84
Cc1ccc(CN(C(=O)COc2ccc(C)c(C)c2)C2CCS(=O)(=O)C2)o1 (stereo not drawn)	100	103	15	2	99	2	101	97
O=C(COc1ccc(S(=O)(=O)N2CCOCC2)cc1Cl)NC1CC1	96	109	0	-8	103	2	96	87
Cc1ccc(C(=O)N/C(=C/c2ccc(-c3ccc(Br)cc3)o2)C(=O)NC2CCS(=O)(=O)C2)cc1 (stereo not drawn)	105	96	-4	3	102	0	94	92
[N-]=[N+]=N[C@@H](CCN1CC[C@H](NC(=O)OCc2ccccc2)CCC1=O)c1ccccc1	88	69	21	3	95	0	78	103
COc1cc(NC(=O)c2ccc(COCC(F)(F)F)o2)cc(OC)c1OC	90	97	12	-10	94	0	97	87
CCn1c(SCC(=O)c2cccs2)nnc1-c1ccco1	94	94	7	-5	98	0	94	98
CC(=O)Nc1ccc(SC[C@H](Cc2ccccc2)N2CC[C@@H](O)CCC2=O)cc1	88	104	6	3	97	0	96	94
Cc1ccc(N2C(=O)c3ccc(C(=O)Nc4cccnc4)cc3C2=O)c(C)c1	104	109	-26	4	101	0	102	101
CCOc1ccc(S(=O)(=O)N2CCC(C(=O)NCc3cccnc3)CC2)cc1Cl	101	100	-2	0	104	0	103	95
Cc1cc(C(=O)O[C@H]2[C@H](C)NS(=O)(=O)[C@H]3C[C@@H]4C=C[C@]23O4)cc([N+](=O)[O-])c1	88	102	-2	x	94	0	93	97
COc1ccc(-c2cc(-c3ccccc3)no2)cc1	85	95	26	-1	98	2	81	110
Following part
SMILES	MEP2 TOR yeast	CIT2 TOR yeast	VLA-4 inh	JMJD2C inh	RPL19A-GFP yeast	GRK2 inh	AGP1-GFP MLPCN	LAP4-GFP MLPCN
O=C(c1cc2ccccc2oc1=O)N(Cc1ccco1)Cc1cccs1	100	98	6	-20	100	0	110	105
CCCCNC(=O)CCC(=O)Nc1ccc2nc(N3CCOCC3)cc(C)c2c1	98	91	8	0	95	5	99	97
CCOc1cc(N2CCOCC2)c(OCC)cc1NC(=O)c1ccc(OC)cc1	112	117	-7	-1	135	1	118	125
CNC(=O)C1=C(C)NC(=S)NC1c1cc2c(cc1OC)CCCC2 (stereo not drawn)	104	107	-10	-1	100	14	95	92
C=CCOc1ccc(/C=C/C(=O)OCC(=O)N(C)CC(=O)Nc2ccc(F)cc2)cc1	97	94	-5	3	98	0	107	107
CC(C)c1cccc(C(C)C)c1OC(=O)[C@H]1OC(c2ccc(Br)cc2)=C[C@@H]1c1ccc(Br)cc1	96	94	9	9	94	1	98	106
CCOC(=O)c1ccc(NC(=O)N2C3CCCC2CC(NC(C)=O)C3)cc1 (stereo not drawn)	108	87	7	0	104	5	89	90
Cc1ccc(NC(CNS(=O)(=O)c2ccc(Cl)cc2)c2ccccc2)cc1 (stereo not drawn)	105	96	17	-2	97	2	101	90
COc1cccc(CN(C)CC(O)COC(c2ccccc2)c2ccccc2C)c1 (stereo not drawn)	106	105	4	-43	106	0	104	101
Oc1ccc(-c2nccc(-c3cccs3)n2)cc1	93	78	-7	0	90	0	x	106
